Source: PubChem BioAssay
FadD28 FP inh = M. tuberculosis FadD28 bisubstrate binding inhibition; inhibition, % at 12.5 µM; 360,000 compounds, 0.22% hits; FadD28 bisubstrate probe binding, fluorescence polarization; in the data active means inhibition above about 8.5%, passing the limit was not always enough; inconclusive means no clear call, values can overlap the other calls
PfHsp40 rescue = compounds rescuing yeast from Plasmodium falciparum HSP40 toxicity; S. cerevisiae expressing PfHsp40, growth rescue, ATP luminescence; growth rescue, % at 12.5 µM; 340,000 compounds, 0.68% hits; AID 504582; in the data active means growth rescue above about 28%, passing the limit was not always enough; inconclusive means no clear call, values can overlap the other calls;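 further: yeast W303a lacking pdr1 and pdr3 grown in galactose medium; growth measured after three days at 30 °C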
BoNT F protease = blocks Botulinum neurotoxin F light chain protease | Multiplex microsphere protease cleavage assay, flow cytometry | inhibition, % at 10 µM | 360,000 compounds, 0.22% hits | AID 588497; in the data active means inhibition above about 35%, passing the limit was not always enough; inconclusive means no clear call, values can overlap the other calls; further: plate controls were buffer without enzyme for full effect and enzyme alone for no effect
BoNT-A LC inh2 = inhibitors of Botulinum neurotoxin A light chain protease. multiplex microsphere protease substrate cleavage, flow cytometry. inhibition, % at 10 µM. 360,000 compounds, 0.17% hits; further: plate controls were buffer without enzyme for full effect and enzyme alone for no effect
FBA Mtb inh = Mtb fructose-bisphosphate aldolase inhibition; P9WQA3; purified M. tuberculosis FBA, fluorescence read-out; inhibition, % at 1 µM; 360,000 compounds, 2.3% hits; AID 588726; in the data active means inhibition above about 27%;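 further: 0% = vehicle and 100% = reference inhibitor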
Target sequence (P9WQA3 whole entry, looked up): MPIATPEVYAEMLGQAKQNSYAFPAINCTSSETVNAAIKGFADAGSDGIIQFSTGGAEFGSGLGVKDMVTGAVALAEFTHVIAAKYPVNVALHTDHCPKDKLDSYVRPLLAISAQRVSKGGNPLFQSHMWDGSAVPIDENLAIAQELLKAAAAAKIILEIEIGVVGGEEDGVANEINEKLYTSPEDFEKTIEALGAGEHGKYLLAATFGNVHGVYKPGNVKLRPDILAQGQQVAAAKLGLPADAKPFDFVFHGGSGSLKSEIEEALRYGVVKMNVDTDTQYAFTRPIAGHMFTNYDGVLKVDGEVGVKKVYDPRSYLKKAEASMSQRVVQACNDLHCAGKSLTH
Anthrax LF prot = inhibitors of Bacillus anthracis lethal factor protease; multiplex microsphere protease cleavage assay, LF; inhibition, % at 10 µM; 360,000 compounds, 0.12% hits; further: plate controls were buffer without enzyme for full effect and enzyme alone for no effect
GDH-TPI counter = GDH-TPI coupled enzyme inhibition counter-screen; GDH-TPI coupled enzyme counterscreen, NADH absorbance; inhibition, % at 4.8 µM; 360,000 compounds, 1.2% hits; in the data active means inhibition above about 30%;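 further: 0% = DMSO wells and 100% = wells lacking the enzyme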
UGM FP inh = inhibitors of M. tuberculosis UDP-galactopyranose mutase | purified UGM, fluorescence polarization probe displacement | 320,000 compounds, 0.06% hits | inhibition, % at 10 µM | P9WIQ1; in the data active means inhibition above about 10%, passing the limit was not always enough; inconclusive means no clear call, values can overlap the other calls
Target sequence (P9WIQ1 whole entry, looked up): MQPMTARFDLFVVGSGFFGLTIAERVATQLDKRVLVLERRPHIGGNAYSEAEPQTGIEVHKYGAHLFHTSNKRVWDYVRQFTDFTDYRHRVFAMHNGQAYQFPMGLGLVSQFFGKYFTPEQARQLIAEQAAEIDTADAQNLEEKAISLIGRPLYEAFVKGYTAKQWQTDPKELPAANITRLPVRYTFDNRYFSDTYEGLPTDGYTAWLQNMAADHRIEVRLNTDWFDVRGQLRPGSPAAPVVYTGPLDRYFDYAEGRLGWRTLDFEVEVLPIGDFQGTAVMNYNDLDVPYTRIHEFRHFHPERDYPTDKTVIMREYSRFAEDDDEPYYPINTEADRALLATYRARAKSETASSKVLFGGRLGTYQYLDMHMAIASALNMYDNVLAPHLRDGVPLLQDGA
Mtb BioA inh = inhibitors of Mycobacterium tuberculosis BioA enzyme; 360,000 compounds, 0.096% hits; purified M. tuberculosis BioA enzyme, plate reader; inhibition, % at 9.99 µM; in the data active means inhibition above about 40%; inconclusive means no clear call, values can overlap the other calls
* marks the source's active call; other numbers are inactive results; ? = inconclusive; · = no result given. Unless noted, no stated cut-off is given here; in the data, active means inhibition above about 30%; inconclusive means no clear call, values can overlap the other calls; inactive means below that. Compounds as they come. Share with any hit: about 4.7%.

SMILES	FadD28 FP inh	PfHsp40 rescue	BoNT F protease	BoNT-A LC inh2	FBA Mtb inh	Anthrax LF prot	GDH-TPI counter	UGM FP inh	Mtb BioA inh
Cc1ccc(NC(=O)C2CCCN(c3ncccn3)C2)c(C)c1 (configuration not stated)	-0.8	-1.2	-3	0.3	6	1	-3	-1.0	-1.2
Cc1ccc(S(=O)(=O)Nc2cc(C)cc(CCNC=O)c2C)cc1	-4.8	-1.4	-2	-0.3	0	-2	-7	·	·
COC(=O)c1ccc(COc2ccccc2/C=C(\C#N)C(=O)NC(C)C)cc1	-0.4	-1.1	-11	-1.1	0	-2	3	·	·
COC(=O)c1sc(NC(=S)NC(=O)c2ccccc2F)nc1C	-1.6	0.6	-2	0.0	-2	-1	3	4.4	·
COc1ccc(S(=O)(=O)N2CCCC2)cc1Br	-4.6	0.0	4	2.1	-1	-1	-10	-0.2	0.8
OC(c1ccccc1)c1nc(-c2ccc3c(c2)OCO3)cs1 (configuration not stated)	-0.6	·	0	-0.4	-2	-1	11	·	0.0
CCC(=O)Nc1c2c(nn1-c1ccc(C)cc1C)CSC2	-2.5	48*	-8	0.3	-2	4	-3	0.4	-2.1
CCOc1ccccc1NC(=O)CN(Cc1ccccc1)S(C)(=O)=O	0.0	-1.3	-17	-1.5	0	1	-12	-3.6	0.8
O=C(NCC1CCC(C(=O)O)CC1)c1cccnc1 (configuration not stated)	-1.3	-0.8	2	0.0	1	-2	9	-2.5	1.2
COc1ccc(C2/C(=C(/O)c3ccc(S(=O)(=O)N4CCOCC4)cc3)C(=O)C(=O)N2CCN2CCOCC2)cc1 (configuration not stated)	-3.6	-0.9	9	2.4	1	8	6	2.0	-1.6
O=C(CCS(=O)(=O)c1ccc(Br)s1)NCc1ccc2c(c1)OCO2	-2.0	-0.3	1	?	-2	0	0	-3.5	·
COc1cccc(CC(=O)Nc2ccc(S(=O)(=O)Nc3nc(C)cc(C)n3)cc2)c1	-1.1	-0.1	-3	-1.8	1	-2	-6	-0.5	-1.6
Cc1noc(C)c1C(=O)Nc1ccccc1N1CCCC1	-0.4	0.5	·	·	-2	·	2	2.8	-0.4
CC(CC(=O)Nc1nnc(CC(C)(C)C)s1)c1ccccc1 (configuration not stated)	2.2	0.5	23	0.3	0	-14	0	-3.2	0.1
O=C(c1cc2cc(F)ccc2[nH]1)N1CCC(Cc2ccccc2)CC1	-2.8	·	-7	1.7	-1	-14	0	1.2	0.3
N#CCC(=O)Nc1ccc(C(=O)NNC(=S)NC2CC2)cc1	-1.0	-0.5	?	?	4	?	4	·	-2.5
Cn1nc(C(=O)Nc2nc3ccc(S(C)(=O)=O)cc3s2)ccc1=O	-3.5	-2.3	-31	-0.3	-6	2	61*	-4.8	-0.1
CN1CCN(S(=O)(=O)c2cccc(C(=O)Oc3cccc(C#N)c3)c2)CC1	-3.8	-1.5	-13	-2.4	-1	-5	-9	-0.9	-0.1
CN(CC(=O)NC1CCCC1)S(=O)(=O)c1cnc[nH]1	0.9	0.9	-3	-0.2	-2	-3	-1	0.1	·
COC(=O)c1ccc(-n2nnnc2SCC(=O)Nc2cc(OC)ccc2OC)cc1	0.8	1.3	7	0.2	-1	-3	9	-1.7	·
COCC(C)n1c(SCC(=O)Nc2sccc2C(N)=O)nc2ccccc2c1=O (configuration not stated)	-12	-1.3	1	0.0	-2	-5	4	-0.3	0.0
O=C(COc1ccc2ccc(=O)oc2c1)Nc1cc([N+](=O)[O-])ccc1F	0.6	-0.9	-3	-3.8	5	2	-3	1.9	-0.5
c1ccc(OCc2nnc3n2N=C(c2ccccc2)CS3)cc1	-0.8	-1.4	-5	-1.0	7	2	1	0.2	·
CCN(CC)C(=O)CSc1nc(O)c(Cc2ccc(OC)cc2)c(=O)[nH]1	-1.4	-2.0	?	0.1	2	-11	13	1.4	-3.4
O=C(COc1ccc(Br)cc1)NC1CC1	-2.8	0.9	-2	-0.3	-2	-2	-2	2.2	-0.1
c1ccc(SCc2cn3cccnc3n2)nc1	-2.2	-1.4	-6	-0.8	74*	-5	-7	-1.5	·
CCCc1ncc(CN2CCC(C(=O)Nc3cccc(-c4cscn4)c3)CC2)cn1	-1.6	0.2	8	1.7	-1	0	3	2.9	-3.5
COc1ccc(/C=C/C(=O)OCc2nc3ccccc3c(=O)[nH]2)c(OC)c1	-1.1	0.2	-10	-0.7	2	-14	5	-1.4	-0.1
O=C1COc2ccc(C(=O)COC(=O)CNS(=O)(=O)c3cccc(F)c3)cc2N1	-3.3	0.6	·	·	0	·	-1	-0.6	-0.7
Cc1ccc(C(=O)Nc2nc(C)c(C(=O)Nc3ccc4c(c3)CCC4)s2)cc1	-3.8	0.0	0	0.7	3	-3	9	0.2	-0.2

The closing 2 entries of the part above are carried over, then new ones follow:
SMILES	FadD28 FP inh	PfHsp40 rescue	BoNT F protease	BoNT-A LC inh2	FBA Mtb inh	Anthrax LF prot	GDH-TPI counter	UGM FP inh	Mtb BioA inh
O=C1COc2ccc(C(=O)COC(=O)CNS(=O)(=O)c3cccc(F)c3)cc2N1	-3.3	0.6	·	·	0	·	-1	-0.6	-0.7
Cc1ccc(C(=O)Nc2nc(C)c(C(=O)Nc3ccc4c(c3)CCC4)s2)cc1	-3.8	0.0	0	0.7	3	-3	9	0.2	-0.2
CCc1cc2c(=O)c(-n3cnc4ccccc43)coc2cc1O	-3.2	-1.3	6	0.0	10	-1	23	4.8	1.7
N#CC1=C(N)SC(N)=C(C#N)C1c1ccc([N+](=O)[O-])cc1	6.3	-1.0	-1	3.5	0	3	22	-3.4	·
Cc1cccc(Nc2ccccc2C(=O)OCC(=O)N2CCOCC2)c1C	-1.1	0.7	0	-0.3	2	4	3	-1.7	1.3
COc1ccc(N2CCN(CCCNC(=O)C(=O)c3c[nH]c4ccccc34)CC2)cc1	-5.5	-0.3	-10	-1.3	0	-2	11	1.0	3.2
COc1cc(Br)c(Br)cc1N	-1.3	-2.4	?	?	-2	-10	9	0.8	·
COc1ccc(/C(O)=C2/C(=O)C(=O)N(Cc3cccnc3)C2c2ccco2)cc1OC (configuration not stated)	-2.8	-0.5	-7	0.9	4	2	8	0.2	2.5
CCc1nc2ccc(C(=O)NCCC(C)C)cn2c1N(CC)CCOC	-3.5	·	-3	-0.6	0	-5	9	·	0.1
CCOc1ccccc1NC(=O)c1ccc(-n2cncn2)nc1	-0.8	-0.5	-11	-1.3	3	-3	1	1.9	·
Cc1ccc(C(=C2C3C=CC2C2C(=O)NC(=O)C32)c2ccc(C)cc2)cc1 (configuration not stated)	-2.6	-0.4	3	1.1	2	-1	-13	-1.2	-0.5
CCOC(=O)CSc1nc(Cc2ccccc2)nc2ccccc12	-2.3	6.3	1	0.0	-1	3	1	1.6	·
COc1ccccc1CC(=O)Nc1ccc(-c2noc(COc3ccc(Br)cc3)n2)cc1	-2.2	-0.8	3	0.4	2	-12	-5	-0.8	-1.8
CC1(C)CC2CC(C)(CN2S(=O)(=O)c2ccc(C(=O)Nc3ccc(Cl)c(S(=O)(=O)N4CCOCC4)c3)cc2)C1 (configuration not stated)	-0.6	1.0	-13	-1.6	-1	-5	8	2.5	-0.9
C=CCNc1cc(C(F)(F)F)nc(-c2ccccn2)n1	-2.5	0.4	1	1.4	1	-1	7	-2.8	-1.3
Cc1cc(C)nc(SCC(N)=O)n1	-1.2	-1.6	-2	0.1	5	0	16	2.0	-0.5
COc1ccc(CCN2C(=O)CC(N3CCN(c4ccccn4)CC3)C2=O)cc1OC (configuration not stated)	-0.6	0.5	-5	-0.5	-1	-6	0	-1.8	-4.0
CCCC(=O)NCCc1ccc(F)cc1	-0.4	-2.1	12	0.2	2	3	-3	-2.0	-2.6
Cc1noc(C)c1C(=O)OCC(=O)/C=C1/N(C)c2ccccc2C1(C)C	-3.1	1.0	2	0.5	-2	-3	15	·	-0.5
O=C(NC1CCCc2ccccc21)c1cc(S(=O)(=O)N2CCOCC2)ccc1F (configuration not stated)	0.6	0.4	1	-1.0	3	2	1	0.9	-1.6
CCOC(=O)c1cc(S(=O)(=O)N2CC(C)CC(C)C2)cn1C (configuration not stated)	-2.4	-1.2	2	0.5	-4	4	1	-2.5	-1.8
FC(F)(F)c1nnc2ccc(NCc3cccnc3)nn12	-0.3	0.8	0	-0.5	-2	-3	10	-1.4	0.4
CCCNC(=O)c1ccc2c(=O)c(O)c(-c3ccc(F)cc3)[nH]c2c1	-1.8	199*	-6	1.3	1	-2	5	1.0	-0.9
O=C(CSc1ccc(Cl)cc1)N1N=CCC1c1ccccc1 (configuration not stated)	-3.8	2.5	0	0.0	2	4	9	0.6	·
COc1ccc(C(=O)N[C@H](C(=O)OCCCOC(=O)[C@@H](NC(=O)c2ccc(OC)cc2)C(C)C)C(C)C)cc1	-0.3	1.9	-6	-0.8	-2	-2	5	·	-0.6
CC(C)(C)N(Cc1ccccc1)C(=O)c1cccs1	-3.8	-0.9	?	-1.8	0	-9	15	-0.2	-0.3
Cc1cc(S(=O)(=O)Nc2ccccc2C(=O)O)ccc1Cl	-4.6	1.1	0	0.1	6	0	5	-0.5	-0.7
Cn1c(SCC(=O)Nc2ccccc2Cl)nnc1C1CC1	0.3	0.7	5	-3.3	-1	-6	-1	3.4	-1.6
Cc1ccc(Cn2c(=N)c(S(=O)(=O)c3ccc(C)cc3)cc3c(=O)n4ccccc4nc32)cc1	-1.7	-1.0	6	-0.4	4	-1	4	1.6	-5.3
c1ccc(-n2cnnc2SCc2nc3ccccc3s2)cc1	0.9	-1.3	9	9.2	2	5	3	3.6	-1.3
OCCC1CN(Cc2cn[nH]c2C2CCCCC2)CCN1Cc1ccccc1 (configuration not stated)	-0.4	0.0	-6	-0.2	5	-5	-4	-4.9	1.5
CC1=C(C(N)=O)C(c2ccco2)C(C(N)=O)=C(C)N1	-2.7	-1.9	·	·	0	·	-5	0.4	-1.0
Cc1ccc(-n2cc(-c3ccccc3)c3c(=O)[nH]cnc32)cc1	-0.4	5.1	-17	-2.2	-2	-9	12	-0.7	1.9
CC1CC(C)CN(S(=O)(=O)c2ccc(C(=O)Nc3nnc(-c4cccs4)o3)cc2)C1 (configuration not stated)	-1.3	-0.6	?	0.9	1	3	2	1.0	-0.8
COc1ccc(NC(=O)C2C3C=CC4(O3)C2C(=O)N(CCCN2CCCCC2)C4C(=O)NC2CCCC(C)C2C)cc1 (configuration not stated)	-1.1	-1.0	-24	-3.6	0	-1	3	3.8	·
O=C1Nc2ccccc2C12OCCO2	1.2	-0.4	0	-1.0	3	-2	6	0.3	-0.6
Cc1cn([C@H]2C[C@H](O)[C@@H](CNCc3ccc(-c4cc(Cl)ccc4C(F)(F)F)o3)O2)c(=O)[nH]c1=O	-4.1	·	-6	0.1	-2	-8	-7	·	·
O=c1oc2ccccc2c(O)c1[C@H]1c2ccc(O)cc2Oc2c1c(=O)oc1ccccc21	1.9	8.0	-2	0.8	-1	4	23	2.3	-1.6
COc1cccc(CN2CC(C(=O)NCCOc3ccccc3)CCC2=O)c1 (configuration not stated)	-3.0	-0.2	5	1.4	4	3	7	0.8	-0.1
Cn1c(=O)c(=O)n(C)c2cc(S(=O)(=O)CCC(=O)Nc3c(F)c(F)c(F)c(F)c3F)ccc21	-3.2	0.5	-2	-0.7	1	0	-2	-2.2	3.6
COc1ccc(OC)c(S(=O)(=O)Nc2c(C)cccc2C)c1	-1.5	-1.3	-5	-1.0	-1	-2	1	1.3	0.9
O=c1c2cc(NC(=S)N3CCC(N4CCCCC4)CC3)ccc2nc2n1CCCCC2	-3.9	0.0	-7	0.3	10	1	-2	0.2	·
CC1=CC2=NC(=O)/C(=C\c3ccc(OC(=O)c4ccco4)cc3)C(=N)N2O1	-2.1	-0.5	5	0.2	0	2	-5	-1.9	·
O=C(CN1CCN(S(=O)(=O)c2ccc(Cl)cc2)CC1)NCc1cccs1	-0.2	-0.1	8	2.2	1	-3	0	-0.9	·
